MazF activator: activators of E. coli MazEF toxin-antitoxin RNase; activation, % at 20 µM; 350,000 tested, 0.32% active; FAM/BHQ RNA-DNA oligo cleavage fluorescence, 5 h; AID 504720; P0AE70; in the data active = activation above about 50%
Target sequence (P0AE70 whole entry, looked up): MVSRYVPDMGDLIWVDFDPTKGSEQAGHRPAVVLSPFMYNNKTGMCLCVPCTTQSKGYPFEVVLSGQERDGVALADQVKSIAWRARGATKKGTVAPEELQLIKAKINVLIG
SARS 3CLpro inh: SARS-CoV 3CLpro protease inhibition | recombinant SARS-CoV 3CLpro, quenched FRET peptide cleavage | inhibition, % at 6 µM | 290,000 tested, 0.14% active | AID 1706; in the data active = inhibition above about 12%
DUSP3 inh: blocks human VHR1 dual specificity phosphatase. inhibition, % at 13.3 µM. AID 1654. recombinant VHR phosphatase, pNPP absorbance. P51452. 290,000 tested, 0.52% active; in the data active = inhibition above about 50%; also: some compounds called inactive have numbers as strong as hits
Target sequence (P51452 whole entry, looked up): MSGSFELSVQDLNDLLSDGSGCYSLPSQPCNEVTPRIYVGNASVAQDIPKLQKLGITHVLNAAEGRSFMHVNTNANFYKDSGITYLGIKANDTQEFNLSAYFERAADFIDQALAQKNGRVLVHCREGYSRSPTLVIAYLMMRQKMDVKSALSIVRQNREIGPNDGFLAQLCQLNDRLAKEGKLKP
Y pestis TopoI: blocks Yersinia pestis topoisomerase I activity | AID 504884 | activity, % at 10 µM | 360,000 tested, 0.064% active | Y. pestis Topo-I cleavage product accumulation, plate reader; in the data active = activity above about 50%, passing the limit was not always enough; also: inactives centre near 2
TcdB inh: inhibitors of Clostridioides difficile toxin B glycohydrolase. TcdB glycohydrolase enzymatic assay, plate reader. inhibition, % at 9.99 µM. 350,000 tested, 0.24% active. AID 652162; in the data active = inhibition above about 10%
Rv3671c inh: inhibits the M. tuberculosis serine protease Rv3671c | P9WHR9 | inhibition, % at 5.96 µM | 320,000 tested, 0.048% active | AID 2606; in the data active = inhibition above about 38%;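 also: extracellular domain of Rv3671c used as enzyme; 0% = enzyme with DMSO and 100% = no enzyme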
Target sequence (P9WHR9 whole entry, looked up, the tested form may be a part): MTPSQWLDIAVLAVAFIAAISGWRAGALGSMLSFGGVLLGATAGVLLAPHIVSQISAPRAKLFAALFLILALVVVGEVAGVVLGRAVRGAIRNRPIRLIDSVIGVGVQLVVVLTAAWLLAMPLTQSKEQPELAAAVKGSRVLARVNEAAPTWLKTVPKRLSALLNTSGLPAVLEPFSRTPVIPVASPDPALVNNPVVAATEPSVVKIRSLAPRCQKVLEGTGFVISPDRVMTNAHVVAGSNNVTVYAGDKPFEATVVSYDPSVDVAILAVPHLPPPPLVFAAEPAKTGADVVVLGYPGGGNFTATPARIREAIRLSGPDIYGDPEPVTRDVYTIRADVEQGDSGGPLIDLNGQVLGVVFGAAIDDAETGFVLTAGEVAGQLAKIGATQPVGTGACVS
SSB-PriA inh: blocks PriA binding to SSB C-terminal tail; AlphaScreen SSBct-PriA binding, biotinylated peptide; inhibition, % at 33 µM; 430,000 tested, 0.6% active; in the data active = inhibition mostly above about 37%, no sharp cut-off; inactive = mostly below about 20%;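 also: plate controls were negative control peptide for no effect and reference peptide for full effect; strong numbers were not always called active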
Vc quorum ag: quorum light induction in luxS cqsA deficient V. cholerae; AID 588436; V. cholerae BH1578 lux reporter, luminescence, 6 h; 350,000 tested, 0.16% active; activation, % at 18.7 µM; in the data active = activation mostly above about 9.7%, no sharp cut-off; also: not every result past the cut was called active; inactives centre near 0; reference of the scale not given here
CCHF vOTU inh: CCHFV vOTU protease inhibition. Pep-AMC fluorescence. inhibition, % at 11.5 µM. 370,000 tested, 0.55% active. AID 651958; in the data active = inhibition above about 30%; also: 0% = vehicle wells with enzyme and 100% = no enzyme wells
PrPC surface inh: reduces human prion protein on the cell surface | 370,000 tested, 0.43% active | AID 720596 | P04156 | inhibition, % at 13.8 µM | cell surface PrPC, TR-FRET read-out; in the data active = inhibition above about 24%; also: 0% = median of the test wells and 100% = reference compound wells
* = called active by the depositor; i = inactive; x = not tested or not shown; & = joins results of further samples; ! = not active in a repeat. Not all compounds are listed, so the mix of outcomes need not match the whole.

SMILES	MazF activator	SARS 3CLpro inh	DUSP3 inh	Y pestis TopoI	TcdB inh	Rv3671c inh	SSB-PriA inh	Vc quorum ag	CCHF vOTU inh	PrPC surface inh
Nc1c(C(=O)c2ccccc2)oc2ccc(Br)cc12	-13.3	3.4	21.7	2.0	x	-7.6	-13.4	i	1.7	-7.7
O=C(NCc1ccccc1)C1CC(=O)N(c2ccc(OCC(=O)N3CCOCC3)cc2)C1 (stereo not given)	6.6	-0.5	-34.7	3.1	1.7	-4.7	-13.2	-0.5	-1.5	-3.9
CCC(=O)N/N=c1/sc2ccccc2n1C	-29.4	2.5	39.9	-4.7	0.4	0.0	x	-0.2	11.4	1.9
O=C1Cc2cc(NS(=O)(=O)c3ccc([N+](=O)[O-])cc3)cc3c2N1CCC3	-0.4	x	x	-10.4	1.0	3.0	0.5	0.8	-1.6	-21.2
O=C(O)CC(NCc1ccco1)C(=O)OCCc1ccccc1 (stereo not given)	-4.2	1.2	22.8	-0.1	x	-1.1	6.3	i	-3.1	2.5
CC(=O)NC1C(OCc2ccccc2)OC2COC(c3ccccc3)OC2C1OCC(=O)O (stereo not given)	7.4	-0.5	18.6	-1.2	-0.3	-1.4	-3.3	0.0	0.1	-5.3
CC(=O)OC(/C(O)=C(\C#N)c1nc2ccccc2[nH]1)c1ccccc1 (stereo not given)	6.2	0.0	25.8	8.8	x	7.5	x	-1.5	29.2	1.8
CCCCn1nnnc1SCC(=O)Nc1ccc(C)cc1	3.9	-5.5	27.9	6.9	x	-0.3	-4.1	0.5	3.3	3.8
COc1ccc(/C=N/NC(=O)C(C)N(c2ccc(OC)cc2)S(C)(=O)=O)cc1 (stereo not given)	-1.7	5.3	36.6	-11.7	-0.5	-10.7	x	0.0	7.4	-2.8
CC(=O)c1ccc(NC(=O)CSC(C)C)cc1	5.2	5.9	23.4	4.7	1.2	4.0	-17.2	-0.2	3.8	-2.1
CC(=O)Nc1ccc(S(=O)(=O)/N=C2\SCCN2S(=O)(=O)c2ccc(NC(C)=O)cc2)cc1	9.3	-1.2	x	7.0	x	3.9	x	-0.3	2.7	-2.7
O=C1CC(=O)Nc2ccccc2N1	2.3	x	x	6.8	1.2	x	x	i	8.2	-2.8
CC(C)=CCCC(C)CN1CCC(n2nccc2NC(=O)c2ccc3c(c2)OCO3)CC1 (stereo not given)	12.0	-5.8	-19.8	22.5	0.0	-4.3	2.0	i	14.0	-4.0
COC(=O)c1ccc(CN2[C@H](C(=O)OC)C[C@@]3(O)[C@@H](O)[C@@H](O)[C@@H](O)C[C@@H]23)cc1	6.5	x	22.5	4.0	-0.6	-1.2	-7.5	i	1.5	-2.5
CCN(CC)C(=O)c1nc[nH]c1C(=O)N1CCc2ccccc2C1	2.3	x	x	-6.3	0.3	1.2	2.7	i	-1.2	7.1
CCC1S/C(=N/N=C/c2ccco2)N(Cc2ccccc2C)C1=O (stereo not given)	5.4	2.9	28.8	7.6	0.8	0.1	x	-0.7	-2.7	4.2
COc1ccc(NC(=O)NNC(=O)C(C)Oc2ccc(C(C)C)cc2)c(OC)c1 (stereo not given)	-0.2	-4.7	1.2	8.2	-0.8	-3.9	8.8	-0.8	11.2	4.1
COC(=O)c1ccccc1NC(=O)Cn1cnc2ccc(S(=O)(=O)N3CCC(C)CC3)cc2c1=O	-2.6	0.3	-7.5	5.6	x	3.0	-8.8	i	1.6	5.7
COc1ccc(C(=O)N2CCC3(CC2)OCCO3)cc1	-7.8	-0.7	-3.2	-1.3	-3.8	-0.8	-3.8	-1.3	-1.3	9.0
Cc1ccc(-c2nn(-c3ccccc3)cc2CNCc2ccccc2)cc1	-0.4	-1.0	-7.7	10.5	1.0	-4.7	-16.0	i	-5.7	1.8
CCC1=C(OC(=O)N(CC)CC)N2C(=O)OC(=NCC3CC3)[C@]2(Cc2ccccc2)[C@H]2C1=CC[C@H]1C(=O)N(CC)C(=O)[C@H]12	-6.2	x	14.9	7.0	-0.6	4.3	7.8	i	5.7	2.0
COc1ccc(-n2c(=S)[nH]c3ncccc3c2=O)cc1	3.7	1.4	1.4	-1.1	1.9	-0.6	2.5	2.1	2.5	-1.4
COc1ccc(NC(=O)c2cc(C)nc3ccccc23)c(OC)c1	5.1	1.1	40.5	-11.4	12.0*	-1.9	1.9	-3.6	-3.1	-5.5
CCOc1ccc(S(=O)(=O)N2CCCC(C(=O)NCCN3CCOCC3)C2)cc1Cl (stereo not given)	5.8	3.9	19.6	14.3	1.5	0.7	2.0	0.7	1.2	0.6
CC1(c2ccccc2)NC(=O)N(CC(=O)Nc2ccc(S(=O)(=O)NC3=NCCCCC3)cc2)C1=O (stereo not given)	6.6	x	x	-2.2	0.6	x	-6.0	-0.6	-2.8	-1.2
Cc1cc(C)nc(SC(C)C(=O)O)n1 (stereo not given)	-4.5	-1.1	9.5	-3.0	x	5.3	4.9	i	-6.8	2.4
CC(CS(=O)(=O)c1cccc2cccnc12)N1CCCCC1 (stereo not given)	5.5	5.1	16.1	6.7	x	-13.7	-12.3	i	7.2	-13.1
CC(C)(C)OC(=O)CNC(=O)c1nc[nH]c1C(=O)NCC(=O)OC(C)(C)C	-14.1	x	-0.3	0.5	-2.7	-1.0	-8.9	-2.2	1.4	1.4
Cc1ccc(S(=O)(=O)N(CC(=O)N/N=C/c2cccc(C)c2)c2cccc3cccnc23)cc1	6.4	1.2	-3.4	12.8	x	-4.0	x	-0.9	1.1	1.9
CC(=O)C(c1ccccc1)C(c1ccccc1)C(C)[N+](=O)[O-] (stereo not given)	4.2	-1.7	43.8	19.3	1.1	4.7	-19.0	-0.7	1.8	3.6
CCCC(=O)OCC(=O)Nc1ccccc1C#N	15.0	0.0	14.4	-7.6	0.0	7.1	-3.4	i	-4.5	4.7
COc1ccccc1N1CCN(C(=O)[C@H](C)NS(=O)(=O)c2ccc3c(c2)OCCCO3)CC1	1.7	x	x	5.0	0.3	x	-2.6	i	2.0	-6.1
Cc1cc(C(=O)OCC(=O)Nc2sc3c(c2C#N)CCC(C)C3)c2ccccc2n1 (stereo not given)	12.3	2.0	7.8	-5.3	-0.4	-15.5	-2.6	-0.4	-0.6	-6.8
COc1cccc(N2CCN(S(=O)(=O)c3ccc(-n4cnnn4)cc3)CC2)c1	-6.5	-5.8	-2.2	2.6	0.5	-1.2	-8.2	-0.3	-8.1	5.5
COc1ccc(C)c2sc(N(CCCN(C)C)C(=O)c3ccc(S(=O)(=O)N4CCc5ccccc5C4)cc3)nc12	-37.4	x	x	-17.2	0.0	5.1	47.0*!	i	3.1	-20.8
COCCNC(=O)C(c1ccc(C)o1)N(Cc1ccccc1)C(=O)Cn1nnc2ccccc21 (stereo not given)	3.8	0.8	5.9	7.4	x	-4.1	-3.9	x	18.1	5.7
COc1ccc(CNc2nc(SCC(=O)NCc3ccco3)nc3ccccc23)cc1	4.3	-4.3	8.9	27.8	1.5	-5.4	-7.9	-0.4	-15.3	7.8
Cc1cc(=O)c2cc(Cl)ccc2[nH]1	11.5	-1.9	44.5	6.7	-0.7	-1.2	1.9&-9.0	0.8	6.9	4.5
Cc1ccc(C(=O)Nc2ccccc2C(=O)O)cc1S(=O)(=O)NC1CCCCC1	-6.9	5.4	-3.8	17.1	1.7	-15.2	-10.1	-0.3	7.2	7.3
O=C(c1cccs1)N(CCN1CCCCC1)CC1CCCN(C2CCCC2)C1 (stereo not given)	8.8	-5.3	24.1	-2.3	1.5	3.8	-4.4	-0.4	-5.2	-5.8

3 consecutive compounds out of the list so far, for reference:
SMILES	MazF activator	SARS 3CLpro inh	DUSP3 inh	Y pestis TopoI	TcdB inh	Rv3671c inh	SSB-PriA inh	Vc quorum ag	CCHF vOTU inh	PrPC surface inh
CC1(c2ccccc2)NC(=O)N(CC(=O)Nc2ccc(S(=O)(=O)NC3=NCCCCC3)cc2)C1=O (stereo not given)	6.6	x	x	-2.2	0.6	x	-6.0	-0.6	-2.8	-1.2
Cc1cc(C)nc(SC(C)C(=O)O)n1 (stereo not given)	-4.5	-1.1	9.5	-3.0	x	5.3	4.9	i	-6.8	2.4
CC(CS(=O)(=O)c1cccc2cccnc12)N1CCCCC1 (stereo not given)	5.5	5.1	16.1	6.7	x	-13.7	-12.3	i	7.2	-13.1

Continuation.
SMILES	MazF activator	SARS 3CLpro inh	DUSP3 inh	Y pestis TopoI	TcdB inh	Rv3671c inh	SSB-PriA inh	Vc quorum ag	CCHF vOTU inh	PrPC surface inh
COc1cccc(-c2nn(CCC#N)cc2C(=O)Nc2ccccc2Cl)c1	3.0	2.9	2.3	17.4	1.9	x	-16.1	i	-3.0	2.3
COCc1cc(=O)n2[nH]c(SCc3ccccc3)nc2n1	2.9	-1.8	-15.9	-1.2	x	-3.8	-4.8	i	15.1	2.7
Cc1ccc(SCCC(=O)OCC(=O)Nc2ccc(C(N)=O)cc2)cc1	3.0	x	x	3.2	1.4	-2.7	-5.2	-2.1	-2.8	-0.2
Cc1ccc(NC(=O)c2cc(Cl)nc3ccccc23)cc1	10.0	1.5	27.6	1.9	x	-2.1	-9.2	x	-0.5	-3.0
O=C(CSCc1cnn(-c2ccccc2)c1-n1cccc1)NCCN1CCOCC1	-6.9	-4.2	19.0	-0.9	x	0.5	-4.1	i	11.0	-4.0
COc1ccc(N2CCN(C3CCCN(S(=O)(=O)c4ccc(C)cc4C)C3)CC2)cc1 (stereo not given)	-19.2	-7.5	56.7*	1.7	1.5	1.0	9.4	-0.2	13.6	3.0
COc1ccc(Br)cc1S(=O)(=O)N(CC(=O)N1CCN(C)CC1)c1ccccc1	-2.9	0.2	28.6	-7.2	1.9	-4.2	-20.0	-0.3	4.9	-2.3
Cc1cc(OCC(=O)O/N=C(\N)c2ccccc2)cc(C)c1Cl	4.5	3.7	9.6	10.6	x	-1.7	i	i	-5.5	6.0
O=C(NC(=S)Nc1ccc(N2CCOCC2)c(Cl)c1)c1cncc(Br)c1	3.4	4.8	-2.9	5.4	x	-2.4	19.1	-0.3	2.0	7.5
CCC(C)(C)NC(=O)C(c1cccnc1)N(C(=O)c1csnn1)c1ccccc1 (stereo not given)	1.1	2.9	-0.4	7.1	0.6	-0.3	-4.4	-0.3	-1.8	-1.8
N#Cc1cn(CCOc2ccccc2F)c2ccccc12	3.4	5.1	6.3	-10.8	x	-13.9	-26.7	i	-8.0	8.0
Cc1cc(C)n(Cc2ccc(Cl)cc2Cl)c(=O)c1S(=O)(=O)c1ccccc1	-10.5	4.5	-16.2	25.7	x	5.7	-2.9	i	10.2	0.2
Cc1cccc(COc2ncnc3nc[nH]c23)c1	-30.3	2.9	6.4	-3.2	0.0	-19.4	-6.9	-0.3	-5.3	9.1
CCN(CC)c1ccc(SS(=O)(=O)O)cc1	-3.4&-2.6	2.3&2.3	17.6&12.8	2.7&-5.6	x	-17.1&-20.9	43.2*	-5.6	11.2&3.7	3.8&6.5
Cc1cc(=O)cc(C)n1-c1ccc(F)cc1F	6.5	-2.4	13.2	2.0	0.5	6.5	-7.2	-0.3	0.0	1.6
COc1cc(/C=C2\CC/C(=C\c3cc(OC)c(OC)c(OC)c3)C2=O)cc(OC)c1OC	10.0	-0.2	-11.2	18.3	0.7	-18.6	0.8	-0.5	-0.7	-7.0
Cc1ccc(/C=N/n2c(-c3ccco3)n[nH]c2=S)s1	2.9	2.9	-9.7	-1.8	1.3	2.7	x	i	-8.6	-1.0
Cc1ccc(CSCC2Nc3ccc(C(=O)N4CCN(c5ccc(F)cc5)CC4)cc3NC2=O)cc1 (stereo not given)	-18.3	0.1	20.4	-5.8	x	-19.2	-4.7	i	x	x
CSCCC(NS(=O)(=O)c1ccccc1F)C(=O)N1CCCCCCC1 (stereo not given)	4.7	-0.2	-9.4	12.9	1.2	-0.5	-0.5	i	18.1	-3.4

Given with two lines to a compound: part of the list above
Second line of a record – MazF activator, SARS 3CLpro inh, DUSP3 inh, Y pestis TopoI, TcdB inh, Rv3671c inh, SSB-PriA inh, Vc quorum ag, CCHF vOTU inh, PrPC surface inh
> Cc1cc(OCC(=O)O/N=C(\N)c2ccccc2)cc(C)c1Cl
  4.5, 3.7, 9.6, 10.6, x, -1.7, i, i, -5.5, 6.0
> CCC(C)(C)NC(=O)C(c1cccnc1)N(C(=O)c1csnn1)c1ccccc1 (stereo not given)
  1.1, 2.9, -0.4, 7.1, 0.6, -0.3, -4.4, -0.3, -1.8, -1.8
